# Bioassay records deposited in PubChem BioAssay by Broad Institute.
# RAD52 anneal inh: RAD52 DNA annealing inhibitors, primary screen, biochemical, FRET, single point, set 2; 0.46% of 360,000 active; DNA repair protein RAD52 homolog (Homo sapiens), P43351; inhibition, % at 18.7 µM; recombinant RAD52 DNA annealing, FRET fluorescence; AID 651710, 2012;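 active = every replicate showing at least 50% inhibition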
# Target sequence (P43351 whole entry, looked up): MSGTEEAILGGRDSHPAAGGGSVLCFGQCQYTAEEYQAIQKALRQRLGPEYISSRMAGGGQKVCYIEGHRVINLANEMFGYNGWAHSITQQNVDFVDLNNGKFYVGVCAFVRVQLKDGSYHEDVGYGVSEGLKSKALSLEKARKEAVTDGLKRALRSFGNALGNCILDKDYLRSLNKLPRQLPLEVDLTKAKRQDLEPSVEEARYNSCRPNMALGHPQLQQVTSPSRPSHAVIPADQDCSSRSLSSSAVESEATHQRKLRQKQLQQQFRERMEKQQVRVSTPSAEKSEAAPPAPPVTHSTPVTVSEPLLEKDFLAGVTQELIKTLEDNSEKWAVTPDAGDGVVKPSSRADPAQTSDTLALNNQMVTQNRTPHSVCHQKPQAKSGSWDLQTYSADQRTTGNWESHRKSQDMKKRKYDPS
# esBAF inh: Bmi1 luciferase reporter increase in mESCs, primary screen, esBAF inhibitor project, mouse ES cells, Bmi1 luciferase knock-in, single point; reporter increase, % at 12.5 µM; AID 602393, 2012; 2% of 350,000 active; 24 h; 100% = twice the neutral-well signal; in the data active = activation above about 40%;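 note: 0% = median of the plate's neutral control wells and 100% = double that signal; a rise in the Bmi1 reporter signal indicates esBAF inhibition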
# XiGFP reactiv: activators of inactive X chromosome reactivation, primary screen, imaging, XiGFP fibroblasts, GFP high-content imaging, set 2; XiGFP mouse fibroblasts, % GFP-positive cells imaging, 3 d; cells co-treated with 5-aza-dC sensitizer; scaled so ellipticine positive control = 100%; activation, % at 7.58 µM; 0.055% of 360,000 active;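 active = mean normalized replicate activation at least 10% and every replicate at or above 10%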;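 note: 0% = median of on-plate neutral control wells and 100% = ellipticine 6 µM median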
#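 Assay system – SV40-immortalized XiGFP fibroblast cells, line 68-5-11 · Buffer or medium – DMEM supplemented with 5-aza-dC as sensitizing agent · Dosing – one concentration, pinned · Benchmarks – positive control ellipticine, 6 µM final · Times – 3 days compound exposure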
# E-selectin induc: E-selectin induction in HUVECs, primary screen, imaging, HUVEC, immunofluorescence imaging, single point; P16581; normalized: neutral wells 0, TNF-alpha wells 100; activation, % at 7.58 µM; 0.37% of 260,000 active;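 active = mean E-selectin-positive cell signal at least 10% of the positive control, reached in at least 60% of replicates, without over 20% cell loss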;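 note: in these data hits start at about 27%; measured in HUVEC primary endothelial cells; signal is the percent of cells scored E-selectin positive by PE staining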
# Target sequence (P16581 whole entry, looked up): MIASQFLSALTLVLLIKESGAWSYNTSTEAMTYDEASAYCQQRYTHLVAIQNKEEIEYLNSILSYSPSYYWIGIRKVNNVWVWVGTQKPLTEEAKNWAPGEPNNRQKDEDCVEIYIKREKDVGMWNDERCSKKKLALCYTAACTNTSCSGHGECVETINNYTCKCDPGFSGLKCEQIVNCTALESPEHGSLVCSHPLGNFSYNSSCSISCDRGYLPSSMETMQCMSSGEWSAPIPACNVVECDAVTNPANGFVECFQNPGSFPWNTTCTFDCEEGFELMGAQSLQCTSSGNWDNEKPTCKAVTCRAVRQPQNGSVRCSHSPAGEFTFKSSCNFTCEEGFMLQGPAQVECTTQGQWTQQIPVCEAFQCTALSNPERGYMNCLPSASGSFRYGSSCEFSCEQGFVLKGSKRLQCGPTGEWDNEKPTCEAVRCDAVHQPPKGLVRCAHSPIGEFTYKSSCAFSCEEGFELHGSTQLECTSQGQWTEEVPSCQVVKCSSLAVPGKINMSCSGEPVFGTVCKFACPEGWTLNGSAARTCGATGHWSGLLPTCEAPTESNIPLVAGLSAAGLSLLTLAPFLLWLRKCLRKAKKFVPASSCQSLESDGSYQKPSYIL
#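 Material: HUVEC primary endothelial cells; Amount: 3,000 cells per well; Dosing: single concentration; Medium: EGM-2 growth medium on 0.1% gelatin-coated wells; Read-out basis: percent E-selectin-positive cells; Signal: immunofluorescence imaging; Control set: TNF-alpha, DMSO.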
# RAD54 branch: inhibitors of human RAD54 branch migration, primary screen, biochemical, fluorescence, single point | DNA repair and recombination protein RAD54-like (Homo sapiens), Q92698 | RAD54 Holliday junction branch migration, FAM/BHQ fluorescence | inhibition, % at 10.4 µM | 0.14% of 360,000 active;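 active = mean normalized replicate activity at least 40 and at least half of replicates scoring 40 or more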;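 note: 0% = median of neutral control wells and 100% = median of positive control wells; inhibitors cause a drop in the FAM fluorescence signal; in these data hits start at about 50%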
# S100A4 inh HTS: inhibitors of S100A4-myosin IIA peptide binding, primary screen, biochemical, fluorescence polarization, TAMRA-MyoIIA peptide; AID 652163, 2013; 0.14% of 360,000 active; inhibition, % at 10.7 µM; Protein S100-A4 (Homo sapiens), P26447;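 active = mean inhibition of at least 70% across replicates, with every replicate also reaching that level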
#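 System – human S100A4 monomer protein, biochemical binding assay · Buffer or medium – Calcium-containing HEPES buffer, pH 7.2 · Timing – 5 min between mix addition and reading · Also added – TAMRA-labelled myosin IIA heavy-chain peptide probe, 5 nM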
# ERp5 block: inhibitors of ERp5-driven insulin aggregation, primary screen, biochemical, turbidity, absorbance 650 nm, single point | inhibition, % at 9.99 µM | 90 min | AID 651711, 2012 | 0.05% of 350,000 active | Protein disulfide-isomerase A6 (Homo sapiens), Q15084;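 active = mean replicate inhibition above about 25%, with every replicate also reaching it, limit read from the data, passing the limit was not always enough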
# ERAP1 inh: human ERAP1 aminopeptidase inhibitors, primary screen, biochemical, single point, plate reader; Endoplasmic reticulum aminopeptidase 1 (Homo sapiens), Q9NZ08; recombinant ERAP1, Leu-AMC fluorescence, 60 min; inhibition, % at 10.7 µM; 0.15% of 340,000 active; AID 652197, 2013;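 active = mean replicate inhibition of at least 30%, or all replicates individually reaching that 30% level; inactive = mean below 30% and not every replicate reaching it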;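 note: 0% = neutral control wells and 100% = L-leucinethiol positive control wells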
# * marks the source's active call; other numbers are inactive results; / = not tested or not shown; & = joins results of further samples.
SMILES,RAD52 anneal inh,esBAF inh,XiGFP reactiv,E-selectin induc,RAD54 branch,S100A4 inh HTS,ERp5 block,ERAP1 inh
COc1ccccc1CNC(=O)C[C@@H]1CC[C@@H]2[C@H](COC[C@@H](O)CN2Cc2ccccc2)O1,10,-3,0.3,0.1,1,-3,7,-1
COc1ccc(-c2oc3ncnc(NCCCO)c3c2-c2ccc(OC)cc2)cc1,-15,0,0.0,-0.2,3,6,2,-2
O=C(C[C@H]1C[C@H]2c3cc(NC(=O)Cc4ccncc4)ccc3O[C@H]2[C@H](CO)O1)NCc1ccc(-c2ccccc2)cc1,28,-24,-0.1,-0.3,-2,-3,2,-1
Cc1cccc(C(=O)NC(=S)NNC(=O)Cc2ccccc2)c1,-17,/,0.0,0.7,/,2,-3,-2
Cc1ccc(C(=O)Nc2nnc(COc3ccccc3)s2)cc1,-15,/,0.3,-0.1,/,0,0,-3
CCOC(=O)C1=C(C)Nc2ccccc2S1,-16,20,0.0,2.4,-5,-3,-5,/
COc1ccc(C#Cc2ccc([C@@H]3[C@H]4CN(Cc5ccccc5F)CCCCN4[C@H]3CO)cc2)cc1,-18,4,0.5,-0.1,19,/,7,/
CC(C)C(C(=O)Nc1ccc(S(N)(=O)=O)cc1)N1C(=O)c2ccccc2C1=O (configuration not stated),-3,2,0.5,/,9,-6,-4,4
CC(Oc1ccc(Br)cc1)C(=O)NC1CCCCCC1 (configuration not stated),-22,10,0.1,-0.2,-6,-5,-4,0
CN1OC[C@@H]2CN(C(=O)CCc3ccccc3)[C@H](c3ccc(-n4ccnc4)cc3)C[C@@H]21,-10,-4,/,-0.1,-2,-11,-4,9
COc1ccc(N2CCN(S(=O)(=O)CCNC(=O)c3ccc4c(c3)OCO4)CC2)cc1,-11,0,0.0,/,-2,-10,6,-4
COC(=O)C[C@H]1CC[C@H]2[C@H](COc3ccc(NS(C)(=O)=O)cc3C(=O)N2C)O1,/,-4,0.4,0.1,-1,/,/,/
COCc1cn(CC[C@@H]2CC[C@@H](NC(=O)Nc3ccc(OC)cc3)[C@@H](CO)O2)nn1,16,-4,-0.8,0.6,-10,1,2,0
CC(=O)c1ccc(OCC(O)CN2CCN(S(=O)(=O)c3c(C)c(C)cc(C)c3C)CC2)cc1 (configuration not stated),-11,0,0.0,0.1,-1,-4,0,-2
CN(CC(=O)NCCc1ccc(F)cc1)Cc1cccs1,-1,/,-0.2,1.2,/,-4,3,1
O=S(=O)(c1ccccc1)c1nc(NC2CC2)sc1Cl,-11,2,0.0,9.8,-11,1,-5,-4
COc1cccc(NC(=O)N2CC(=O)N3[C@H](C2)[C@@H](c2ccc(Br)cc2)[C@@H]3CO)c1,-4,/,0.0,-0.4,/,-3,-2,1
O=C1CC(NCC2CCCO2)C(=O)N1c1ccc(F)cc1 (configuration not stated),-14,/,0.1,/,/,-2,5,1
O=C(Nc1ccccc1F)N1CC(=O)N2[C@H](CO)[C@@H](c3ccc(-c4ccccc4)cc3)[C@@H]2C1,-12,/,0.1,0.4,/,-5,4,0
CCC(=O)N(C)C[C@H]1Oc2cc(C#CCC3CCCC3)ccc2S(=O)(=O)N([C@@H](C)CO)C[C@H]1C,-2,-2,-0.1,0.2,8,13,-5,3
CC(C)NC(=O)N(C)C[C@H]1Oc2ccc(NS(=O)(=O)c3cn(C)cn3)cc2CC(=O)N([C@@H](C)CO)C[C@@H]1C,5,1,-0.1,5.4,-11,1,-3,1
CC1CCC(NC(=O)CSc2nncn2C)CC1 (configuration not stated),-3,-1,0.2,-0.3,-4,8,3,3
O=C(C[C@@H]1C/C=C\C[C@H](Cc2ccc(F)cc2)C(=O)OCCNC1=O)N[C@H](CO)Cc1ccccc1,-6,4,0.1,-0.2,-5,1,-2,1
CCOC(=O)/C=C1\Nc2ccccc2OC1=O,-201,/,0.6,0.7,/,7,5,-1
Cn1c(=O)c2c(SCC(=O)N3CCOCC3)nc(-c3ccccc3F)nc2n(C)c1=O,4,0,0.0,/,-9,3,1,-1
CC(C)CN(C(=O)Cn1c(=O)cnc2ccccc21)C1CCS(=O)(=O)C1 (configuration not stated),-9,/,0.0,-0.3,/,-9,-2,1
COc1ccc(C(=O)NCCCC2CCCC2)cc1OC1CCN(C(C)C)CC1,7,18,-0.1,-0.1,5,-3,1,-1
CNC[C@H]1Oc2c(NC(=O)C3CCCCC3)cccc2C(=O)N([C@H](C)CO)C[C@@H]1C,-13&-37,1&-1,7.6&0.1,-0.1&0.0,-2&3,-3&-1,3&-2,-2
C[C@H](CO)N1C[C@H](C)[C@@H](CN(C)C(=O)C2CC2)Oc2ncc(C#Cc3ccccc3)cc2C1=O,17,-10,0.3,-0.1,-6,7,-5,-3
CSc1ccc(Cl)c(C(=O)Nc2nccs2)c1,-4,/,1.4,/,/,-1,1,1

# Ordered by molar mass (high to low): some entries from above.
SMILES,RAD52 anneal inh,esBAF inh,XiGFP reactiv,E-selectin induc,RAD54 branch,S100A4 inh HTS,ERp5 block,ERAP1 inh
O=C(C[C@@H]1C/C=C\C[C@H](Cc2ccc(F)cc2)C(=O)OCCNC1=O)N[C@H](CO)Cc1ccccc1,-6,4,0.1,-0.2,-5,1,-2,1
COc1ccccc1CNC(=O)C[C@@H]1CC[C@@H]2[C@H](COC[C@@H](O)CN2Cc2ccccc2)O1,10,-3,0.3,0.1,1,-3,7,-1
O=C1CC(NCC2CCCO2)C(=O)N1c1ccc(F)cc1 (configuration not stated),-14,/,0.1,/,/,-2,5,1

# One compound at a time, from the list above.
# CCC(=O)N(C)C[C@H]1Oc2cc(C#CCC3CCCC3)ccc2S(=O)(=O)N([C@@H](C)CO)C[C@H]1C as listed: RAD52 anneal inh: -2; esBAF inh: -2; XiGFP reactiv: -0.1; E-selectin induc: 0.2; RAD54 branch: 8; S100A4 inh HTS: 13; ERp5 block: -5; ERAP1 inh: 3
# COc1cccc(NC(=O)N2CC(=O)N3[C@H](C2)[C@@H](c2ccc(Br)cc2)[C@@H]3CO)c1 as listed: RAD52 anneal inh: -4; esBAF inh: /; XiGFP reactiv: 0.0; E-selectin induc: -0.4; RAD54 branch: /; S100A4 inh HTS: -3; ERp5 block: -2; ERAP1 inh: 1

# Further results follow:
SMILES,RAD52 anneal inh,esBAF inh,XiGFP reactiv,E-selectin induc,RAD54 branch,S100A4 inh HTS,ERp5 block,ERAP1 inh
O=C(NC1CCCC1)C1CCCN(S(=O)(=O)c2ccc(F)cc2)C1 (configuration not stated),10,0,0.3,/,-11,0,3,2
COc1ccc(/C=N/n2c(=O)[nH]c3c([nH]c4ccc(Cl)cc43)c2=O)cc1CN1CCCCC1,-2,/,0.2,0.2,-3,0,-1,/
CCOC(=O)c1cc2c(=O)n3ccccc3nc2n(Cc2ccco2)c1=NC(=O)c1ccc(OC)cc1OC,-98,/,0.0,-0.4,/,13,3,-153
Cc1ccc(C(=O)OCC(=O)Nc2cccc(Br)c2)s1,-15,-4,-0.1,0.0,-2,-1,0,6
CC(=O)Nc1ccc(NC(=O)COc2ccc(-c3ccccc3)cc2)cc1,-5,-4,0.0,6.6,7,0,-2,-2
CC1C2NC(=O)N(Cc3ccccc3)C1(C)Oc1ccccc12 (configuration not stated),-10,-5,0.1,-1.7,/,-1,-4,/
CC1(C)C(=O)Nc2ccccc2N1C(=O)CN1C(=O)NC(CCc2ccccc2)C1=O (configuration not stated),3,/,-0.1,/,/,2,5,1
C[C@H]1CN([C@@H](C)CO)C(=O)c2cc(NC(=O)CCC(F)(F)F)ccc2O[C@@H]1CN(C)S(=O)(=O)c1ccc(F)cc1,-13,-2,-0.3,0.2,-3,-3,9,0
COC(=O)[C@]12CCCCC=C1N(Cc1ccccc1)C(=O)[C@H](CC(=O)NCC13CC4CC(CC(C4)C1)C3)C2,-18,/,0.1,-0.3,/,-2,-1,/
COc1cc(OC)c(CNC2CCCCCC2)cc1Br,-7,/,-0.2,/,/,0,0,2
Cc1ccc2c(c1)N(CC(=O)NC1CCCC1)C(=O)C(C)O2 (configuration not stated),-19,0,0.1,/,4,-2,-6,-1
CN(C(=O)CSc1nnc(-c2ccc(Cl)cc2)n1CC1CCCO1)C1CCS(=O)(=O)C1 (configuration not stated),-11,/,0.0,-0.5,10,-14,0,-5
O=C(Nc1ccc(C(F)(F)F)cc1)c1cnc(N2CCN(c3ccccn3)CC2)c2ccccc12,-2,/,0.0,/,/,-3,-5,-3
CCN1[C@H](C(=O)N(C)C)[C@@H](CO)[C@@H]2Cn3c(ccc(-c4ccccc4OC)c3=O)[C@@H]21,1,1,0.0,-0.3,-8,2,2,1
Cc1noc(C)c1COC(=O)c1cnc(Cl)c(Cl)c1,-12,/,0.1,3.2,/,-3,-4,1

# Some values from the entries so far.
# Cc1ccc(C(=O)OCC(=O)Nc2cccc(Br)c2)s1 @ ERp5 block: 0
# COC(=O)[C@]12CCCCC=C1N(Cc1ccccc1)C(=O)[C@H](CC(=O)NCC13CC4CC(CC(C4)C1)C3)C2 @ S100A4 inh HTS: -2
# COc1ccc(/C=N/n2c(=O)[nH]c3c([nH]c4ccc(Cl)cc43)c2=O)cc1CN1CCCCC1 @ E-selectin induc: 0.2
# CCOC(=O)c1cc2c(=O)n3ccccc3nc2n(Cc2ccco2)c1=NC(=O)c1ccc(OC)cc1OC @ RAD52 anneal inh: -98

# An excerpt from above, limited to XiGFP reactiv.
mol	XiGFP reactiv
COc1cc(OC)c(CNC2CCCCCC2)cc1Br	-0.2
O=C(NC1CCCC1)C1CCCN(S(=O)(=O)c2ccc(F)cc2)C1 (configuration not stated)	0.3
CC1C2NC(=O)N(Cc3ccccc3)C1(C)Oc1ccccc12 (configuration not stated)	0.1

# Further structures
SMILES,RAD52 anneal inh,esBAF inh,XiGFP reactiv,E-selectin induc,RAD54 branch,S100A4 inh HTS,ERp5 block,ERAP1 inh
COC(=O)c1ccccc1N=Nc1c(C)noc1C,-19,/,0.9,-0.1,/,-2,-10,3
CCc1ccccc1NC(=O)CSc1nc2[nH]c(=O)cc(O)c2s1,-12,-9,0.2,/,-5,-2,8,0
O=C(/C=C/c1ccccc1[N+](=O)[O-])NNC(=O)c1ccncc1,2,-8,-0.1,2.2,-5,-1,5,-2
Cc1ccc(C)c(NS(=O)(=O)c2csc(C(N)=O)c2)c1,-5,-4,0.0,0.1,/,-4,1,-3
CNc1c(C(=O)O)ccc2c1C(=O)c1ccccc1C2=O,1,/,0.0,-0.1,/,-1,0,-4
C[C@H](O)[C@@H]1C(=O)N2CCc3c([nH]c4cccc(-c5ccccc5)c34)[C@@H]2C[C@@H]1N(C)C(=O)NC1CCCCC1,-14,/,1.3,0.5,/,-5,-2,3
Cc1ccccc1NC(=O)Cn1nc(C)n2cccc2c1=O,-12,-10,0.0,0.1,0,-5,-4,-3
S=C(Nc1ccc(Br)cc1)NC1CCN(Cc2ccccc2)CC1,-16,-4,-0.1,-0.2,-3,-1,4,-7
Cc1ccc(NC(=O)CN(C)C(=O)c2cc3c(s2)CCCCC3)cc1,-15,-6,0.2,/,-12,0,1,-2
CCN(CC)C(=O)Cn1cc(C(=O)C2CC2)c2ccccc21,-9,/,0.0,0.8,/,1,2,0
